From PubChem
BRCA1 expr up = qHTS Assay to Identify Small Molecule Activators of BRCA1 Expression; 1.1% of 380,000 active; MCF7-BRCA1-FFLuc reporter, luminescence, 48 h; response scale: scaled: vehicle 0%, 10 µM genistein 100%; AID 624202, 2012; Potency, µM (highest dose often 46.1 µM), for inactives: top-dose activation, hits mostly activators; also: nearly all actives have a fitted effect of over 80% in size; some results filed as inactive show a strong effect at the top dose
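Using MCF7 cells harboring a BRCA1 firefly luciferase reporter, plated 2 h before compound pinning, the screen measured luminescence after 48 h incubation. Responses were normalized to DMSO and 10 microM genistein, then fitted for concentration-effect.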
Gal4-VP16 FLuc = VP16 counterscreen qHTS for inhibitors of ROR gamma transcriptional activity; Drosophila S2 Gal4-VP16 UAS-luciferase, luminescence, 20 h; Potency, µM (top dose mostly 53.6 µM), inactives show top-dose activity, negative = inhibition, most hits filed as inhibitors; 3.5% of 310,000 active;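 also: Gal4-VP16 expression switched on by copper sulfate through the metallothionein promoter; % is scaled to controls: 0 for no effect and ±100 for the full control effect; nearly all actives have a fitted effect of over 50% in size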
Rab9 prom act = qHTS Assay for Rab9 Promoter Activators; Huh7 Rab9 promoter-luciferase reporter, luminescence, 24 h; Potency, µM (top dose mostly 9.22 µM), for the others: at the highest dose activation, negative = inhibition, most hits filed as activators; AID 485297, 2010; 2.8% of 320,000 active; also: % of control where 0% means no effect; nearly all actives have a fitted effect of over 60% in size
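Quantitative HTS format; Huh7 Rab9-luciferase reporter cells (1500/well) receive compound 2 h post-plating, incubate 24 h at 37 °C, then get luciferase reagent for 10 min before luminescence reading.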
CXXC DNA block = qHTS Fluorescence Polarization Assay for Inhibitors of MLL CXXC domain - DNA interaction | Histone-lysine N-methyltransferase 2A (Homo sapiens), Q03164 | MLL-CXXC / FITC-HOXA9 DNA fluorescence polarization | Potency, µM (series often up to 115 µM), inactives show at the top dose activity change, negative = inhibition, hits mostly inhibitors | 0.037% of 290,000 active | AID 2662, 2010; active = well fitted inhibition curve with a large enough effect in the polarisation, with a control signal flat, not every such curve was filed as active; inconclusive = small, poorly fitted or top-dose-only effect, or effect the other way, or a change in a side signal; inactive = no such curve, though single readings can be large or run the other way; the % refers to the polarisation
Target sequence (Q03164 whole entry, looked up, the tested form may be a part): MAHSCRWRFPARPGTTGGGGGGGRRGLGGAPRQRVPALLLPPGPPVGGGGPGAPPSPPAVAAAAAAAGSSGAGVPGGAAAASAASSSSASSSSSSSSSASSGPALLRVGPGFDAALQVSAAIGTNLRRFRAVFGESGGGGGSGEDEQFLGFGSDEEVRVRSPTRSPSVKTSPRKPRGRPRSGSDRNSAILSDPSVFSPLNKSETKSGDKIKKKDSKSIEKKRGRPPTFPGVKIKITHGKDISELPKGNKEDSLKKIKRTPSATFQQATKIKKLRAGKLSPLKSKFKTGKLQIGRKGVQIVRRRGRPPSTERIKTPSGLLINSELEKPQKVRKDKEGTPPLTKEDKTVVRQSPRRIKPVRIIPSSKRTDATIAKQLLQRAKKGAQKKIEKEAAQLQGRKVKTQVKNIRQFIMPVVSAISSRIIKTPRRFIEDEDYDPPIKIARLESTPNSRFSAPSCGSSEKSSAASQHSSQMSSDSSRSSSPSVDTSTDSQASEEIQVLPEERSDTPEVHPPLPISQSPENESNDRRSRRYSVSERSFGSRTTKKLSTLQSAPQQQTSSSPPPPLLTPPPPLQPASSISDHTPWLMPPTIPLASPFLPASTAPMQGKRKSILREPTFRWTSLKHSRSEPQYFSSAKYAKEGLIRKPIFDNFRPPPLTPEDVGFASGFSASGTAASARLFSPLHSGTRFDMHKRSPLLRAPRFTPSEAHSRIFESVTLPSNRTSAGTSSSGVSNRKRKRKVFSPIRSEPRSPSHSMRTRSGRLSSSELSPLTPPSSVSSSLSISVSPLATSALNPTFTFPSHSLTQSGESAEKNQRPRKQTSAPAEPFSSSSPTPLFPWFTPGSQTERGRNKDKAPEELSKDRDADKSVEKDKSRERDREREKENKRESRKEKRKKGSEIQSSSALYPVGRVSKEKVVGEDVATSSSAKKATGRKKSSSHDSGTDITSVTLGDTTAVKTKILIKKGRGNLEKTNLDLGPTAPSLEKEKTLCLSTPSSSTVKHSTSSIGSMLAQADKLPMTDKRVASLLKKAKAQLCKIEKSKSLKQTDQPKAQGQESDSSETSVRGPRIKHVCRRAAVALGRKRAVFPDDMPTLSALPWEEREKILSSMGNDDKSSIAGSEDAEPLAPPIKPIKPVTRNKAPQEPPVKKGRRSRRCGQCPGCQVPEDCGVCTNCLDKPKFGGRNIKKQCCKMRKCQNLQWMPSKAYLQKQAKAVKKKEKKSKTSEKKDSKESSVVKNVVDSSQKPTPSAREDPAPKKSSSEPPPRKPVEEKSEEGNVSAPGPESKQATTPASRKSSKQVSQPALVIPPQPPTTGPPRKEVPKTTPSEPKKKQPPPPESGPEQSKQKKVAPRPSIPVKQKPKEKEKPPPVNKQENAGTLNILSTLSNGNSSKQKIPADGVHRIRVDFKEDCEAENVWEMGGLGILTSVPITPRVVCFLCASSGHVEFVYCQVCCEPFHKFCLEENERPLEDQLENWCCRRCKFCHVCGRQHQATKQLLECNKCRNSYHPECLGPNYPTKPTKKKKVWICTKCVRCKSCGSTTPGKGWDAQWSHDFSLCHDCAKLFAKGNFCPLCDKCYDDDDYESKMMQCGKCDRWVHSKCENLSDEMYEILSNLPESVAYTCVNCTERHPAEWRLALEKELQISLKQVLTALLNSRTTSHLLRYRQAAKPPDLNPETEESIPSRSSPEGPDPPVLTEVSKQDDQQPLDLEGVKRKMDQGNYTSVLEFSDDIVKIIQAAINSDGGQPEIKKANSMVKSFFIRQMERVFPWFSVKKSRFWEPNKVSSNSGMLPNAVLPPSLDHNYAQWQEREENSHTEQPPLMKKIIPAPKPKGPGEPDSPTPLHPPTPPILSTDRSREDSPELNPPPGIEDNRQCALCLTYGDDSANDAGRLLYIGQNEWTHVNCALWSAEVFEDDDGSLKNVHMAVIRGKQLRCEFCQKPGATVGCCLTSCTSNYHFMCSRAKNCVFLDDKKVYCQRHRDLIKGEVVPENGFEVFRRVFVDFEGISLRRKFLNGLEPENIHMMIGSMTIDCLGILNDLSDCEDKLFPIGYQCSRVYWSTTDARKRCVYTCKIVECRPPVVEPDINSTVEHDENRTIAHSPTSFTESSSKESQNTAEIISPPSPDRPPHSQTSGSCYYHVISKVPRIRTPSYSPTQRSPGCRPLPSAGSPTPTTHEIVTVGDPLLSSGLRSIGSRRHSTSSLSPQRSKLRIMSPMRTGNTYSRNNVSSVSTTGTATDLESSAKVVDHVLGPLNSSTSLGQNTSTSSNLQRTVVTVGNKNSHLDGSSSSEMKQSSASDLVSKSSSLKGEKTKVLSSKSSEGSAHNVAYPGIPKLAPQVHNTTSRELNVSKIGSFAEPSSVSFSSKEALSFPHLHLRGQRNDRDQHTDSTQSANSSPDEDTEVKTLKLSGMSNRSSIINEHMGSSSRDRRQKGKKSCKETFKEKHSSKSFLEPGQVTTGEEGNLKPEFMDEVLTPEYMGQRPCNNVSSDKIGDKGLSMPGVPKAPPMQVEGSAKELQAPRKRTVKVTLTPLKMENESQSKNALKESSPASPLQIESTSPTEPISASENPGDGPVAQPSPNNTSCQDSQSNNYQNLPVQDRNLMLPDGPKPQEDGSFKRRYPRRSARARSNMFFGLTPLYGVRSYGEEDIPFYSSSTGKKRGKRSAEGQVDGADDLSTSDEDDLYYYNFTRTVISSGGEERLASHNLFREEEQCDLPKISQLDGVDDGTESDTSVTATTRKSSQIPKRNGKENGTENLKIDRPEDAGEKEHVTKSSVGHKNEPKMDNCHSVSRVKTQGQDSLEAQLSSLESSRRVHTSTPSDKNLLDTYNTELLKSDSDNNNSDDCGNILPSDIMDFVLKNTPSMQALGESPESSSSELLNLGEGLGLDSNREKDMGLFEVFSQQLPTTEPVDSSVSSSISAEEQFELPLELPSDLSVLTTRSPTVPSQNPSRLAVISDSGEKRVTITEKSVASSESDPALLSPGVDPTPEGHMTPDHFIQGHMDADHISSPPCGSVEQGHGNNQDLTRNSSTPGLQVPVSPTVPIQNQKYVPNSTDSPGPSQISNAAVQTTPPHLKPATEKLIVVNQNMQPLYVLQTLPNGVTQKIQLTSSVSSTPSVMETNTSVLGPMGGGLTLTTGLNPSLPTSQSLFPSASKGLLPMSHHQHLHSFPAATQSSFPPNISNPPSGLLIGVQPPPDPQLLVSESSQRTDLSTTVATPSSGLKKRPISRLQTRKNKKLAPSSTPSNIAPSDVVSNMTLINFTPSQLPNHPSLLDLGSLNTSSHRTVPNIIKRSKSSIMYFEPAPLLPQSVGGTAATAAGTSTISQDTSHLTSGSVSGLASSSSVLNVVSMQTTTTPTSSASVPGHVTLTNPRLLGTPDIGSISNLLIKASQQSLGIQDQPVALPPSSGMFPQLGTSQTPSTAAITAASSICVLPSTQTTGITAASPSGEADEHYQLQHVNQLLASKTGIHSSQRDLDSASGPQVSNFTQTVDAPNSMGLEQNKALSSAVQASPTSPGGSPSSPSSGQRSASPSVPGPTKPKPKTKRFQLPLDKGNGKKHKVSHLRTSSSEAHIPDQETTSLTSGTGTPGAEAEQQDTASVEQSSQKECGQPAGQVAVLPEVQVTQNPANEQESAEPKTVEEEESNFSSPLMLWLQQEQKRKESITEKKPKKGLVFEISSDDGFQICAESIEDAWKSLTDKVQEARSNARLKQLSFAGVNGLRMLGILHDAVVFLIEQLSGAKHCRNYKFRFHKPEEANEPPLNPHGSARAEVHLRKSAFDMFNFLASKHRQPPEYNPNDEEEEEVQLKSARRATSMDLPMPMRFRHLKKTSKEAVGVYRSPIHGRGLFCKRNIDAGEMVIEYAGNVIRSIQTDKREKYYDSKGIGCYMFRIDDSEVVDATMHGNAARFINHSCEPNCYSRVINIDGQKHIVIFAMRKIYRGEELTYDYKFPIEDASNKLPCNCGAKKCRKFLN
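Fluorescence polarization: 7 uM MLL-CXXC (stock) preincubated 5 min with compounds, then 50 nM fluorescein-HOX-A9 DNA (stock) added; 30 min ambient. Buffer 50 mM Tris-HCl pH 7.5, 50 mM NaCl, 1 mM DTT, 0.05% BSA.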
NPC1 prom act = qHTS Assay for NPC1 Promoter Activators; Huh7 NPC1 promoter luciferase reporter, 24 h; Potency, µM (top dose mostly 9.22 µM), for the others: at the top dose activation, usual class: activators; 2.4% of 320,000 active;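 also: % of control where 0% means no effect; nearly all actives have a fitted effect of over 60% in size; reporter is driven by a mutant NPC1 promoter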
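Stably transfected Huh7 (NPC1 promoter→luciferase), 1500 cells/well in Opti-MEM + 10% FBS, 2 h settle, then compound 24 h at 37 °C. Luminescence after 10 min with Amplite reagent.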
MBNL1-CUG inh = qHTS Assay for Inhibitors of MBNL1-poly(CUG) RNA binding; TR-FRET MBNL1-His/biotin-(CUG)12 binding, 665/545 ratio; Potency, µM (series often up to 57.5 µM), for inactives: top-dose activity change, negative = inhibition, usual class: inhibitors; 0.036% of 280,000 active; active = well fitted inhibition curve with a large enough effect in the signal ratio, with a control signal flat, not every such curve was filed as active; inconclusive = small, poorly fitted or top-dose-only effect, or effect the other way, or a change in a side signal; inactive = no such curve, though single readings can be large or run the other way; the % refers to the signal ratio; also: % is scaled to controls: 0 for no effect and ±100 for the full control effect
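MBNL1-His + Biotin-(CUG)12, cpd titration 92 nM–58 uM; Tb anti-His Ab 0.055 ng/ul, SA-XL665 5 nM (final); 60 min RT; ratiometric 665/545 nm, Ex 340 nm; normalized to buffer and full-complex controls.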
p53 reactivation = qHTS assay for re-activators of p53 using a Luc reporter. 0.063% of 320,000 active. Potency, µM (series often up to 92.2 µM), inactives show at the top dose activity change, positive = activation, actives largely listed as activators. H1299 p53-A138V BP100-luciferase reporter, luminescence, 24 h; also: % of control where 0% means no effect; nearly all actives have a fitted effect of over 45% in size
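p53-null H1299 cells stably carrying temperature-sensitive p53-A138V and a BP100-luciferase reporter were pinned with compounds (4-point, 1:5 series) and held 24 hrs at 37 deg C. Luminescence was read 10 min after detection reagent.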
uPA generation = qHTS for Inhibitors of Cell Surface uPA Generation | cell surface uPA generation assay, qHTS | Potency, µM (series often up to 38.3 µM), for inactives: at the highest dose activity change, negative = inhibition, hits mostly inhibitors | 0.31% of 330,000 active | AID 540303, 2011; active = well fitted inhibition curve with a large enough effect; inconclusive = small, poorly fitted or top-dose-only effect; inactive = no such curve, though single readings can be large or run the other way; tested in mouse RAW 264.7 cells; also: % is scaled to controls: 0 for no effect and ±100 for the full control effect; nearly all actives have a fitted effect of over 55% in size
RORgamma inh = qHTS for inhibitors of ROR gamma transcriptional activity; 5.4% of 310,000 active; Drosophila S2 Gal4-RORgamma UAS-luciferase reporter, 20 h; Nuclear receptor ROR-gamma (Mus musculus), P51450; Potency, µM (highest dose often 53.6 µM), for inactives: at the highest dose activity change, negative = inhibition, usual class: inhibitors; AID 2551, 2010; also: % is scaled to controls: 0 for no effect and ±100 for the full control effect; nearly all actives have a fitted effect of over 60% in size
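Luciferase reporter read in Schneider cells carrying Gal4-RORγ (mouse) and UAS-Photinus luciferase; cells given compound 1 h before 700 uM copper sulfate induction, then incubated 20 h at ambient temperature.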
FLuc counter = qHTS profiling assay for firefly luciferase inhibitor/activator using purifed enzyme and Km concentrations of substrates (counterscreen for miR-21 project) | purified FLuc, Km substrates, luminescence inhibition | Potency, µM (top dose mostly 57.5 µM), inactives show at the highest dose activity change, negative = inhibition, actives largely listed as inhibitors | 6.9% of 360,000 active | AID 588342, 2011 | Luciferin 4-monooxygenase (Photinus pyralis), P08659;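 also: plate controls were vehicle for no effect and reference inhibitor for full effect; nearly all actives have a fitted effect of over 55% in size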
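Purified P. pyralis luciferase (10nM final) with 10uM D-luciferin and 10uM ATP (Km levels) in 50mM Tris acetate pH 7.5, 10mM Mg acetate, 0.01% Tween-20, 0.05% BSA; qHTS 6-point titration, ~60 µM downward; luminescence read.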
ELG1 genotox = qHTS screen for small molecules that induce genotoxicity in human embryonic kidney (HEK293T) cells expressing luciferase-tagged ELG1. HEK293T ELG1-luciferase reporter, luminescence, 16 h. Potency, µM (doses to about 46 µM), for inactives: top-dose activity change, positive = activation, hits mostly activators. 1.3% of 330,000 active. AID 504466, 2011; also: % of control where 0% means no effect; nearly all actives have a fitted effect of over 60% in size
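Genotoxicity was scored as increased ELG1-luciferase reporter signal, measured by ONE-Glo luminescence (30 min, room temperature). Compound or vehicle exposure of the HEK293T reporter cells lasted 16 hr at 37°C.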
Active calls of the source: *; ? = inconclusive; nt = not tested or not shown; & = joins results of further samples; [ ] = another dose, or the depositor's remark. Unless noted, calls follow the shape of the dose curve; as a rule, active = well fitted curve in the direction sought with a large enough effect; inconclusive = small, poorly fitted or top-dose-only effect, or another doubt; inactive = no such curve, though single readings can be large; an effect the other way counts as inactive or inconclusive. Potency is read from the fitted curve at half-maximal effect. This is a subset; count on the stated rates, not on these rows.

No. | structure | BRCA1 expr up | Gal4-VP16 FLuc | Rab9 prom act | CXXC DNA block | NPC1 prom act | MBNL1-CUG inh | p53 reactivation | uPA generation | RORgamma inh | FLuc counter | ELG1 genotox
1 | COC(=O)C1=C(c2cccc(OCc3ccccc3)c2)C[C@@H]2CC[C@H]1N2C(=O)NCCOc1ccccc1Cl | -23% | nt | -11% | nt | -7% | nt | -7% | ? | nt | -1% | -7%
2 | Cc1ccc(S(=O)(=O)N2CC3CC(C2)c2cccc(=O)n2C3)cc1 (configuration not stated) | 5% | -11% | 0% | 1% | 0% | -2% | 4% | 5% | 4% | -1% | 1%
3 | CC(=O)C1=C(C)OC(N)=C(C(=O)OC(C)C)C12C(=O)Nc1ccccc12 (configuration not stated) | -1% | 6% | 0% | 16% | -2% | -9% | -10% | 11% | 0% | 5% | -1%
4 | COc1ccccc1CC(=O)N1CCN(CCc2ccccc2)CC1 | -7% | 8% | 6% | 3% | -2% | -2% | 17% | 0% | -9% | 1% | 1%
5 | CC(C)(C)C(=O)NC1CCSC1=O (configuration not stated) | nt | -14% | -8% | 5% | -1% | 5% | -1% | nt | -1% | 0% | 3%
6 | Cc1ccccc1NC(=S)NC(NC(=O)CF)C(Cl)(Cl)Cl (configuration not stated) | -18% | -49% | -3% | 12% | -5% | -7% | -5% | 1% | ? | 10% | 3%
7 | Cc1ccc(-n2c(C)cc(/C=C3/C(=O)NC(=O)N(C)C3=O)c2C)cc1 | -23% | -2% | -2% | 2% | -1% | ? | -5% | 8% | 9% | 0.6µM* | 1%
8 | COC(=O)C1=C(c2cccc(C#N)c2)C[C@@H]2CC[C@H]1N2C(=O)N1CCOCC1 | -5% | nt | -6% | nt | 1% | nt | ? | -22% | nt | 3% | -2%
9 | CCOP(=O)(CC(C(C)=O)C(O)c1ccccc1)OCC (configuration not stated) | 5% | 9%[10 µM] | -2% | -4% | -3% | ? | 3% | -1% | 0%[10 µM] | 1% | -4%
10 | Cn1c(O)c(C(=N)COc2cccc(Cl)c2)c(=O)n(C)c1=O | 0%[1.84 µM] | 3% | 0% | -1% | 5% | -5% | ? | -1% | 2% | -1% | -1%
11 | COc1cc(C)c(CN2CCN(c3ccccc3)CC2)cc1C | 0% | -14% | -6% | -10% | -2% | -16% | 12% | nt | 37% | 4% | -1%
12 | C=CCN1C(=O)NC(=O)C(CCc2ccncc2)(CCc2ccncc2)C1=O | -5% | -4% | 1% | -18% | -2% | 1% | 1% | 2% | -22% | -5% | 0%
13 | CCCCC(=O)N/N=C/c1c(O)n(-c2cccc3ccccc23)c(=O)[nH]c1=O | -3% | -1% | -2% | -10% | -3% | nt | 0% | 17% | -24% | -2% | -4%
14 | CCC(CC)NC1CCCCC1OC (configuration not stated) | -18% | -1% | 2% | -5% | -1% | nt | 4% | -6% | -7% | 1% | -2%
15 | O=C(NCc1ccccn1)c1ccccc1Cl | 23% | -38% | 2% | -2% | 5% | -3% | 26% | nt | 10% | -1%[2.3 µM] | 1%
16 | O=C(Nc1nnc(-c2ccco2)o1)c1cccc2ccccc12 | 16% | -98% | 2% | -1% | 1% | -18% | 3% | -2% | 0.032µM* | 1% | -4%
17 | Cc1cc(C=C2C(=O)N(C)C(=S)N(C)C2=O)c(C)n1C1CCCCC1 | -18% | 5% | 3% | 49%[activator] | -6% | 7% | 10% | 5% | 5% | 3.4µM* | -2%
18 | Cc1ccc[n+](CC(O)Cn2c3ccccc3c3ccccc32)c1 (configuration not stated) | 1% | -10% | -1% | 1% | 0% | nt | -1% | -9% | 5% | 2% | -1%
19 | Nc1ccncc1Cl | 21% | 2% | 4% | 0% | -2% | -4% | -2% | 15% | -7% | 0% | 6%
20 | CN1C(=O)/C(=C/c2ccc(N3CCCCCC3)o2)C(=O)NC1=S | nt | 0% | 1.4µM* | ? | 2.2µM* | ? | ? | -2% | 31% | 4.8µM* | 21µM*
21 | COc1ccc2c(c1)CC1(CN2C)C(=O)NC(=O)N(c2ccc(F)cc2)C1=O (configuration not stated) | -58% | -7% | -8% | -6% | -3% | 7% | -2% | -11% | 0% | 0% | 0%
22 | CCC(C)Sc1cc(-c2nc3ccccn3c2NC2CCCCC2)ccc1OC (configuration not stated) | -81%&-21%[inhibitor] | nt | 3% | nt | -1% | nt | -17% | ? | nt | -26% | -9%
23 | Cc1ccc(CNCCc2ccc(F)cc2)s1 | 12% | -13% | 4% | 2% | 2% | -1% | -20% | 4% | 1% | 2% | -8%
24 | COCCOC(=O)c1c(N)n(Cc2ccco2)c2nc3ccccc3nc12 | -36% | 3% | -1% | -8% | -3% | 30%[activator] | -1% | 4% | 35% | 1% | -1%
25 | CC(C(=O)c1c[nH]c2ccccc12)N1CCSCC1 (configuration not stated) | 4% | 14% | -4% | 27% | -2% | 8% | -2% | -1% | 24% | -1% | -1%
26 | O=C(CN1CC(c2ccccc2)CC1=O)Nc1ccccc1 (configuration not stated) | 2% | 0% | -1% | 4% | 0% | -3% | 5% | -5% | 4% | -3% | 5%
27 | COc1cc(OC)c(OC)cc1/C=C1\C(=O)NC(=O)N(Cc2ccccc2)C1=O | -2% | -2%[10 µM] | -6% | ? | -1% | 1% | 2% | 6% | -6% | ? | 1%
28 | O=C(Cn1cnc2ccccc2c1=O)NCCC(=O)N1CCC2(CC1)OCCO2 | 0% | -2% | 3% | 9% | -2% | -5% | -20% | 1% | -15% | 0% | -1%
29 | CN(C)S(=O)(=O)c1ccc(C(=O)NNc2nc(-c3ccccc3)c3cc(Br)ccc3n2)cc1 | -51% | ? | 0% | 3% | -2% | 55%[activator] | -11% | 0% | 7.1µM* | 1% | -7%
30 | CC1CCCC(C)N1c1nnc(NC(=O)Cn2c(=O)oc3ccccc32)s1 (configuration not stated) | -1% | 14µM* | 2% | 5% | -1% | ? | -3% | 7% | ? | 11% | -2%
31 | CCN(CC)c1ccc(/C=C2\C(=O)NC(=S)N(C)C2=O)o1 | 91% | 1% | 1.3µM* | ? | 1.4µM* | ? | 17% | -9% | -4% | 9.5µM* | 21µM*
32 | CCN1CCN(Cc2cccnc2)CC1 | -12% | -1% | 2% | 0% | 2% | -4% | nt | 4% | -9% | 5% | 0%
33 | COC(=O)c1ccc(COC(=O)c2nn(C)c(=O)c3ccccc23)cc1 | 84% | ? | -9% | -3% | -8% | -1% | 17% | 19% | ? | -3% | 10%
34 | NP(=O)(Oc1ccccc1Cl)Oc1ccccc1Cl | -8% | -15% | 6% | 23% | -4% | -14% | 7% | 4% | 5% | -16% | -3%
35 | O=C(CN1CCOCC1)Nc1ccc(Br)cc1C(=O)c1ccccc1 | 8% | -6% | 0% | -8% | -4% | -9% | 7% | -7% | 36% | 3% | 0%
36 | O=C(Cn1ccc2ccccc2c1=O)NCC(=O)N1CCC2(CC1)OCCO2 | 7% | -16% | 3% | 5% | -1% | -5% | 2% | 8% | -2% | -1% | -1%
37 | CCOc1ccc(N=Cc2c(O)n(C(C)(C)C)c(=O)[nH]c2=O)cc1 | -4% | -15% | -5% | 6% | -4% | 1% | -3% | -1% | -7% | 3% | -2%
38 | O=C(c1cc2c(s1)-c1ccccc1OC2)N1CCC2(CC1)OCCO2 | -47% | ? | 0.89µM* | 4% | ? | 31%[activator] | ? | ? | 3% | 6.7µM* | ?
39 | Cc1nc2nc(SCC(=O)N3CCC4(CC3)OCCO4)nn2c(C)c1Cc1ccccc1 | 0% | -6% | -11% | 1% | 4% | -2% | -1% | 4% | -20% | -5% | 0%
40 | Cn1cc2c([N+](=O)[O-])cc([N+](=O)[O-])cc2n1 | nt | -12% | 6% | -8% | -1% | ? | 0% | nt | ? | -2% | -8%
41 | CCCC[N+]1(C)C2CC(OC(=O)C(CO)c3ccccc3)CC1C1OC12 (configuration not stated) | 0% | 4%&3% | 2% | 10%&0%&-8% | 0% | 1% | 1% | -14% | -8%[10 µM] | -2% | -3%
